Efflux pump inh = inhibitors of Candida efflux pumps in yeast, primary screen, S. cerevisiae, Nile Red, multiplex | actives 0.44% (n = 330,000) | inhibition, % at 10 µM | AID 485275, 2010 | S. cerevisiae Candida pump triplex;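 active = plate passing quality check with inhibition over a set limit, or well fluorescence over plate mean plus 4 SD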;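 also: Nile Red retained in pooled yeast measured as flow cytometry median fluorescence; 0% = buffer negative control and 100% = Enniatin B positive control; higher means more Nile Red kept so more efflux inhibition; some compounds called inactive have numbers as strong as hits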
TPT1 inh = Candida albicans TPT1 enzyme inhibitors, primary screen, biochemical, fluorescence polarization; tRNA 2'-phosphotransferase TPT1 (Candida albicans SC5314); recombinant caTPT1, FP RNA substrate dephosphorylation; actives 0.81% (n = 300,000); inhibition, % at 5 µM;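 active = inhibition above the mean of all tested compounds plus 3 SD, set per screening campaign, cut at about 24% in these data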;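 also: plate controls were DMSO alone for no effect and ferristatin control at 100 nM for full effect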
procasp7 counter = procaspase-7 activators, primary screen, counter-screen for procaspase-3 activator project, biochemical, absorbance, HTS, human; Caspase-7 (Homo sapiens), P55210; recombinant procaspase-7, Ac-DEVD-pNA absorbance 405 nm; D23A/D198A/D206A triple mutant, cannot self-cleave; scale: DMSO 0, 5 µM enzyme 100; activation, % at 8.5 µM; actives 0.093% (n = 330,000);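 active = percent activation above the screen-wide mean plus 3 SD, cut at about 25% in these data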
Target sequence (P55210 whole entry D23A/D198A/D206A): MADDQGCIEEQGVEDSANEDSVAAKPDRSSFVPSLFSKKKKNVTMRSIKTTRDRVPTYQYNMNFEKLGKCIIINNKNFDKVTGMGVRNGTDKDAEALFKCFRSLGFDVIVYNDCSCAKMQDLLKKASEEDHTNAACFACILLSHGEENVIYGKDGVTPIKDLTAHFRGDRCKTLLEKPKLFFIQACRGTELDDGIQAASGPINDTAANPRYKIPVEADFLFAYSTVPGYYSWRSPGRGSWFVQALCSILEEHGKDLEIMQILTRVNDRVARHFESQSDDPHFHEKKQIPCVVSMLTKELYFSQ
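buffer or medium = Zinc-free HEPES/NaCl buffer, pH 7.4 | material = Procaspase-7 triple mutant (PC-7 D3A) | input = 2 µM procaspase-7 mutant as dispensed | signal = Epi-absorbance of released pNA at 405 nm, two timepoints | timing = 1 h preincubation, 2 h reaction | replicates = singlicate compound testing | evaluation = % activation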
procasp3 activ = activators of human procaspase-3 D3A mutant, primary screen, biochemical, absorbance, PC-3 D3A mutant, single concentration | actives 0.11% (n = 330,000) | recombinant procaspase-3 D3A, Ac-DEVD-pNA absorbance 405 nm | activation, % at 8.5 µM | Caspase-3 (Homo sapiens), P42574 | AID 463141, 2010;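 active = activation above the mean of all tested compounds plus 3 SD, cut at about 21% in these data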;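 also: 0% = DMSO alone and 100% = DMSO wells spiked with extra 5 µM PC-3 D3A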
Target sequence (P42574 whole entry D9A/D28A/D175A): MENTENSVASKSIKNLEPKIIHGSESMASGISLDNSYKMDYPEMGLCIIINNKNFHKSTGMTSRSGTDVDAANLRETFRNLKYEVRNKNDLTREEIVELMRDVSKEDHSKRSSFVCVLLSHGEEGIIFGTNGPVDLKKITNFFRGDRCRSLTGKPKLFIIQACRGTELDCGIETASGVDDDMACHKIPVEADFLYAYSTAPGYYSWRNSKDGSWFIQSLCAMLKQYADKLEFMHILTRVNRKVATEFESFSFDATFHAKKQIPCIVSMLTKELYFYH
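Assay system – Procaspase-3 D3A mutant, all three cleavage aspartates alanine · Controls – DMSO-only low control, 5 µM PC-3 D3A high control · Schedule – 1 h compound preincubation, 2 h substrate hydrolysis at 25 °C · Signal – 405 nm absorbance of p-nitroaniline, reads at 0 and 120 min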
Fh CTSL1 inh = Fasciola hepatica cathepsin L1 inhibitors, primary screen, counter-screen for PFM18AAP inhibitor project, biochemical, QFRET, fluorogenic peptide substrate | inhibition, % at 5.96 µM | AID 1906, 2009 | actives 0.49% (n = 300,000) | recombinant F. hepatica cathepsin L1, Z-Leu-Arg-MCA fluorescence;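 active = inhibition above the mean of all tested compounds plus 3 SD, set per screening campaign, cut at about 17% in these data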;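 also: 0% = plate median of test compound wells and 100% = 1 µM Z-Phe-Ala-diazomethylketone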
PP5 primary = PP5 phosphatase inhibitors, primary screen, biochemical, fluorescence; Serine/threonine-protein phosphatase 5 (Homo sapiens), P53041; purified PP5c, OMFP substrate fluorescence; inhibition, % at 6.7 µM; actives 0.18% (n = 320,000);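 active = inhibition above the campaign's mean inhibition across all tested compounds plus 3 SD, cut at about 9.5% in these data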;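 also: 0% = DMSO only and 100% = 100 µM cantharidin control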
Target sequence (P53041 whole entry, looked up): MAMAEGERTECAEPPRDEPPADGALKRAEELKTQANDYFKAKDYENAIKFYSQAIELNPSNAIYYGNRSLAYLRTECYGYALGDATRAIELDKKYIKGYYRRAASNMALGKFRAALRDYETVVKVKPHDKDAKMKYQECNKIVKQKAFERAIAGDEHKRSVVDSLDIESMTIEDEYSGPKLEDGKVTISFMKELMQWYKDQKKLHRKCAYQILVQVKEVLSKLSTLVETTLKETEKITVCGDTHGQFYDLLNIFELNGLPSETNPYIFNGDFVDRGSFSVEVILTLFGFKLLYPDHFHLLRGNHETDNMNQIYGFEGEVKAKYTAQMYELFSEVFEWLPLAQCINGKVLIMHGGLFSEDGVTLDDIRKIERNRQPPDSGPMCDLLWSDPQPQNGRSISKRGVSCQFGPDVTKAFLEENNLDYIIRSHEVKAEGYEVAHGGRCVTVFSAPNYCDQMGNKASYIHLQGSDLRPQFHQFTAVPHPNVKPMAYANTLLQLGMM
GASC-1 inh = inhibitors of GASC-1 histone demethylase, primary screen, biochemical, fluorescence, DELFIA europium; Lysine-specific demethylase 4C (Homo sapiens), Q9H3R0; GST-JMJD2C(1-420) H3K9me3 demethylation; inhibition, % at 2.35 µM; actives 0.069% (n = 330,000);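 active = more than half of a compound's replicate wells show inhibition beyond 50%, single wells judged on their own value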;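 also: signal counts dimethyl H3K9 product captured on neutravidin plate; 0% = median of DMSO wells and 100% = 0.3 times that DMSO median; strong numbers were not always called active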
PP1 inh = PP1-alpha phosphatase inhibitors, primary screen, counter-screen for PP5 inhibitor project, biochemical, fluorescence, OMFP substrate, single point | Serine/threonine-protein phosphatase PP1-alpha catalytic subunit (Homo sapiens), P62136 | purified PP1alpha | inhibition, % at 6.7 µM | actives 0.9% (n = 320,000);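 active = inhibition above the mean inhibition of all tested compounds plus 3 SD, computed separately for each screening campaign, cut at about 15% in these data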
HCV core dimer = inhibitors of HCV core protein dimerization, primary screen, biochemical, TR-FRET, high-throughput; TR-FRET GST/Flag-core106 dimerization, 1536-well; inhibition, % at 5 µM; actives 0.33% (n = 300,000);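 active = inhibition above the mean of all tested compounds plus 3 SD, set per screening campaign, cut at about 45% in these data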
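Material: Tagged HCV core106 pair (GST and Flag) | Amount: GST-core106 13.5 nM, Flag-core106 17 nM | Medium: KF-containing HEPES buffer, pH 7.45, DTT, CHAPS, BSA | Reagent: Eu donor and XL665 acceptor anti-tag antibodies | Schedule: 4 h at 22.5 °C | Technique: Time-resolved FRET, ex 340 nm, em 617 and 671 nm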
* = called active by the depositor; . = not tested or not shown; & = joins results of further samples.

Value order – Efflux pump inh | TPT1 inh | procasp7 counter | procasp3 activ | Fh CTSL1 inh | PP5 primary | GASC-1 inh | PP1 inh | HCV core dimer
- CCC1(c2ccc(Cl)cc2)NC(=S)N(c2ccc(C)c(C)c2)N1 (configuration not stated)
 : 0.0 | -1 | -14 | -4 | 6 | -0.8 | 19 | -3 | 3
- CC1CCN(C(=O)C2CCN(S(=O)(=O)N3CCC4(CC3)OCCO4)CC2)CC1
 : 0.0 | -3 | 2 | 2 | -2 | -1.5 | 7 | -1 | -9
- Cc1ccc(Sc2nc(-c3ccccc3)ccc2C#N)cc1
 : -0.1 | 0 | 6 | 8 | 2 | 0.0 | -1 | 1 | 9
- CC12CCC(=O)N1C(C(=O)OCC(=O)Nc1ccc(Cl)c(Cl)c1)CS2 (configuration not stated)
 : 0.0 | -3 | -1 | -3 | -7 | 1.4 | -8 | 0 | 1
- CCC1Oc2ccc(C)cc2N(CC(=O)N2CCN(c3ccc(F)cc3)CC2)C1=O (configuration not stated)
 : -0.3 | -3 | -5 | 4 | 0 | 1.6 | 6 | 1 | 2
- CC1CCCC(C)N1C(=O)c1ccc(S(=O)(=O)N2CCCC2)cc1 (configuration not stated)
 : -0.1 | . | -8 | 4 | . | 0.2 | 10 | -6 | .
- c1ccc(CCNc2ncnc3sccc23)nc1
 : 0.1 | -1 | -5 | 5 | -3 | 0.1 | -1 | -2 | -1
- CCc1ccccc1N(CC(=O)OC)S(C)(=O)=O
 : 0.0 | -1 | -1 | 3 | -1 | -1.9 | 22 | 0 | -3
- CC(=O)N(C)c1ccc(OCC(O)Cn2c3ccc(Cl)cc3c3cc(Cl)ccc32)cc1 (configuration not stated)
 : 0.1 | -2 | 11 | 3 | 4 | 8.9 | -2 | 3 | 8
- O=C(/C=C/c1ccc(S(=O)(=O)N2CCOCC2)cc1)N1CCN(c2ccc(F)cc2)CC1
 : -0.2 | 0 | -1 | 5 | -2 | -1.4 | 2 | 5 | 4
- COc1ccc(OC)c(NC(=O)C2CCC(CNc3c(N4CCC(C)CC4)c(=O)c3=O)CC2)c1 (configuration not stated)
 : 0.3 | 4 | 3 | 0 | 1 | -0.9 | -2&2 | 1 | 13
- NS(=O)(=O)c1ccc(N=C2C(=O)Nc3ccccc32)cc1
 : -0.3 | 2 | 13 | -6 | 0 | -0.5 | 2 | 16* | 2
- Cc1c(C=O)cnn1CCC(=O)O
 : 0.0 | -2 | 13 | 0 | 1 | -0.7 | 5 | -1 | 0
- CCOC(=O)CSc1nnc(CSc2nc3ccccc3s2)n1C
 : -0.2 | 0 | 14 | 10 | 3 | -0.4 | 1 | -2 | -3
- CCn1nc(NS(=O)(=O)c2ccc(NC(C)=O)cc2)c2cc3ccccc3nc21
 : -0.1 | 1 | 4 | -8 | 3 | -1.9 | 15 | -5 | -18
- O=C(NC(=S)NC1CCCC1)c1ccccc1
 : 0.2 | 3 | -10 | 2 | 1 | 1.9 | 12 | -1 | 1
- Cc1noc(C)c1C(=O)N1CCCC(N2CCN(c3cccc(C(F)(F)F)c3)CC2)C1 (configuration not stated)
 : 0.3 | 3 | 4 | 5 | 1 | -2.0 | 2 | 0 | 0
- COC(=O)Nc1ncc(CN2CCC(c3ccccc3)CC2)s1
 : 0.0 | -2 | 3 | 14 | 10 | 1.1 | -4 | -4 | -10
- O=C(NCc1cccs1)C1CCN(S(=O)(=O)c2cccc3nsnc23)CC1
 : 0.0 | -2 | -3 | 2 | -4 | -0.3 | 6 | -6 | 0
- N#Cc1c(NC(=O)C(=O)NCCCN2CCOCC2)sc2c1CCC2
 : -0.1 | -2 | -15 | -1 | 6 | -0.1 | 1 | -3 | -23
- C#CCNC(=O)C1=C[C@@H](C)C[C@@H](OCc2ccc(CO)cc2)O1
 : 0.1 | -2 | -1 | 0 | -4 | -1.4 | -1 | -2 | 8
- O=C1c2ccccc2C(=O)N1CCC#Cc1ccc2cc(C3(O)CCCCC3)oc(=O)c2c1
 : -0.2 | . | 6 | -3 | . | 1.1 | 2 | -3 | .
- CCc1ccc2[nH]c3nc(SCc4nnc(-c5ccc(C)cc5)o4)nnc3c2c1
 : 0.2 | 0 | 0 | -4 | 4 | -0.7 | 9 | 1 | 7
- COc1cccc(C2=NOC(C(=O)Nc3cc(OC)c(OC)c(OC)c3)C2)c1 (configuration not stated)
 : 0.2 | -2 | -4 | -3 | 2 | -0.4 | 2 | -3 | 3
- CC(=O)Nc1ccc(S(=O)(=O)N2CCCc3ccccc32)cc1
 : -0.2 | 0 | -3 | -1 | 3 | -1.2 | -2 | -4 | 0
- COC(=O)c1ccccc1NC(=O)CSc1nnc(-c2cccnc2)n1N
 : -0.1 | -4 | 7 | -2 | 6 | -0.8 | 4 | 1 | -2
- FC(F)(F)c1cccc(NC(=S)N2CCCC2)c1
 : -0.1 | 1 | 1 | -6 | 0 | 1.9 | 13 | 0 | -6
- COc1ccc(C2(C(=O)N3CCCC3)CCOCC2)cc1OC
 : -0.1 | -1 | 2 | -1 | 0 | -1.4 | -4 | -1 | -3
- NS(=O)(=O)c1ccc(NC(=O)CCC(=O)c2ccc(Cl)s2)cc1
 : -0.1 | 3 | -3 | 8 | 0 | -1.6 | -4 | 0 | 2
- Cc1cc(NS(=O)(=O)c2ccc(NC(=O)c3cnc4scc(C)n4c3=O)cc2)nc(C)n1
 : -0.1 | -2 | -1 | 15 | 5 | -0.4 | -18 | 3 | 1
- CC(C)(C)c1ccc(OCc2ccc(C(=O)NN)o2)cc1
 : 0.3 | 3 | 6 | 3 | 5 | 2.7 | -2 | 3 | 1
- C=CCN1C(=O)C(Cc2ccc(C)cc2)S/C1=N/N=C/c1ccco1 (configuration not stated)
 : -0.1 | -8 | 8 | 8 | 1 | 2.3 | 1 | 2 | -1
- O=C(NN1CCCCC1)c1cnn2c(C(F)F)cc(-c3ccccc3)nc12
 : 0.1 | 0 | 3 | -7 | -1 | 1.8 | -19 | -2 | 0
- CCN(CC)S(=O)(=O)c1ccc(NC(=S)NC(=O)CC(C)C)cc1
 : 0.4 | 3 | -13 | -9 | -10 | 5.1 | 17 | 6 | 0
- O=C(NCCSc1ccc(Br)cc1)c1ccc2nc[nH]c2c1
 : -0.2 | 2 | 3 | 1 | 1 | -1.0 | -10 | 1 | 15
- CC(C)(C)c1ccc(OCC(=O)N(c2ccccn2)C2CCCCC2)cc1
 : 0.1 | -1 | -4 | -3 | -1 | 3.0 | 14 | -4 | 1
- COP(=O)(c1ccc(N(C)C)cc1)C(O)c1ccccc1 (configuration not stated)
 : 0.0 | -1 | -2 | 4 | -4 | 0.6 | 44 | -3 | 11
- COc1ccc(N2CCN(S(=O)(=O)c3cnc[nH]3)CC2)cc1
 : 0.0 | -1 | -7 | -4 | 17* | 1.7 | -5 | 2 | -1
- Cc1cnc(C(=O)Nc2ccccc2F)cn1
 : 0.0 | -2 | -1 | 3 | 3 | 0.7 | -1 | 0 | -3
- COc1ccc(S(=O)(=O)N(Cc2cccs2)C2CCCC2)cc1
 : 0.1 | -15 | -10 | 6 | 1 | -6.7 | 0 | -2 | 8
- O=C(Cn1nc(Cc2cccnc2)c2ccccc2c1=O)Nc1cc(F)ccc1F
 : -0.1 | -4 | 9 | -5 | 2 | -0.4 | 3 | -1 | 2
- COc1ccc(CN2CCSCC2)cc1O
 : 0.0 | 1 | 8 | -5 | -7 | 1.3 | -28 | -4 | 1
- O=C(CSc1nnc(CNc2ccc(F)cc2)n1Cc1ccccc1)NCc1ccccc1
 : 0.0 | -7 | 10 | -8 | 4 | 3.3 | 1 | 2 | 5
- CC1c2cc3c(cc2CCN1C(=O)c1cccc(F)c1)OCCCO3 (configuration not stated)
 : 0.0 | 1 | -3 | 5 | 2 | -0.8 | -2 | -1 | -1
- Cc1ccc(S(=O)(=O)NC(=O)NCc2ccc(Cl)cc2)cc1
 : 0.0 | 5 | -9 | -3 | 2 | -1.9 | 41 | 1 | 1
- Cc1ccc(C)c(N2C(=O)CC(Cc3ccc(Br)cc3)C2=O)c1 (configuration not stated)
 : 0.2 | 1 | 3 | -3 | 2 | -2.9 | -17 | -2 | -1
- CCCn1c(C)c(C(=O)OCC)c(O)c(-c2ccccc2)c1=O
 : 0.2 | 2 | -3 | -5 | 1 | 7.9 | 3 | 1 | -1
- COC(=O)[C@]1(C)N[C@H](CN(C)C(=O)Nc2ccccc2)[C@@H]2C(=O)N(C)C(=O)[C@@H]21
 : 0.0 | . | -5 | 5 | . | . | 17 | . | .
- O=C(O)C1CCCCC1C(=O)Nc1ccccc1F (configuration not stated)
 : 0.1 | 2 | -7 | -5 | -1 | -2.3 | 7 | -2 | -2
- COCCN(C(=O)CSc1nnc(-c2ccccc2F)o1)c1c(N)n(CC(C)C)c(=O)[nH]c1=O
 : 0.1 | 0 | -1 | 0 | -5 | 0.9 | 34 | 0 | -8
- N#Cc1ccc(OCC(=O)N/N=C(\CCC(=O)O)c2cccs2)cc1
 : -0.1 | -1 | -7 | 5 | 0 | 1.7 | 4 | 3 | -4
- NC(=O)NC(=O)CSc1cccc(C(F)(F)F)c1
 : 0.2 | 1 | -8 | -3 | -1 | 0.3 | 8 | -4 | -4
- CN(C)C(=O)CCC(=O)N1CCCC(C(=O)c2ccc3c4c(cccc24)CC3)C1 (configuration not stated)
 : 0.1 | -3 | -3 | -1 | 4 | 0.5 | 4 | 2 | 2
- O=C(Nc1ccc(OCC(F)(F)C(F)F)c(C(F)(F)F)c1)c1ccccc1
 : 0.0 | -5 | 8 | 8 | 2 | 9.4 | 7 | 7 | -9

Reformatted with each value named: 2 of the compounds above
CC(C)(C)c1ccc(OCC(=O)N(c2ccccn2)C2CCCCC2)cc1
  Efflux pump inh: 0.1
  TPT1 inh: -1
  procasp7 counter: -4
  procasp3 activ: -3
  Fh CTSL1 inh: -1
  PP5 primary: 3.0
  GASC-1 inh: 14
  PP1 inh: -4
  HCV core dimer: 1

COP(=O)(c1ccc(N(C)C)cc1)C(O)c1ccccc1 (configuration not stated)
  Efflux pump inh: 0.0
  TPT1 inh: -1
  procasp7 counter: -2
  procasp3 activ: 4
  Fh CTSL1 inh: -4
  PP5 primary: 0.6
  GASC-1 inh: 44
  PP1 inh: -3
  HCV core dimer: 11

Screens as filed in PubChem BioAssay.

Outcome played no part in choosing rows; 2.9% or so of the library scored in one or more.
